# High-throughput results: PubChem, several laboratories
# STAT3 blocker = inhibitors of IL-6 induced STAT3 signaling | hit rate 0.89% among 190,000 | inhibition, % at 5.5 µM | U3A cells, IL-6 STAT3-luciferase reporter, luminescence; host cell line lacks STAT1;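 active = inhibition above the mean inhibition across all screened compounds plus 3 SD, cut at about 44% in these data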;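 also: 0% = DMSO only wells and 100% = 100 µM nifuroxazide control wells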
# APP transl inh = APP translation inhibition; SH-SY5Y APP 5'UTR-luciferase reporter, luminescence; inhibition, % at 2 µM; hit rate 0.82% among 190,000;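 active = inhibition above a set limit, derived from the sample mean plus 3 SD, cut at about 45% in these data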; also: values of inactives mirror those of a sister screen read the other way
# STAT1 blocker = reduces IFN-gamma driven STAT1 reporter signal | NIH 3T3 STAT1-luciferase reporter, luminescence | inhibition, % at 5.5 µM | hit rate 0.35% among 200,000;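 active = inhibition above a set limit, the mean inhibition across all tested compounds plus 3 SD, cut at about 34% in these data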;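 also: 0% = IFN-gamma with DMSO and 100% = IFN-gamma with 300 µM nifuroxazide; values of inactives mirror those of a sister screen read the other way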
# FLuc act counter = firefly luciferase counter-screen for stimulation assays | P08659 | ATPlite luciferase biochemical, luminescence, 10 min; 0 = ATP-free wells, 1 = DMSO control | activation factor at 10 µM | 200,000 tested, under 10 active | AID 1027;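 active = luciferase activation factor, scaled between plate controls, of at least 2 with compound at 10 µM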
# Target sequence (P08659 whole entry, looked up): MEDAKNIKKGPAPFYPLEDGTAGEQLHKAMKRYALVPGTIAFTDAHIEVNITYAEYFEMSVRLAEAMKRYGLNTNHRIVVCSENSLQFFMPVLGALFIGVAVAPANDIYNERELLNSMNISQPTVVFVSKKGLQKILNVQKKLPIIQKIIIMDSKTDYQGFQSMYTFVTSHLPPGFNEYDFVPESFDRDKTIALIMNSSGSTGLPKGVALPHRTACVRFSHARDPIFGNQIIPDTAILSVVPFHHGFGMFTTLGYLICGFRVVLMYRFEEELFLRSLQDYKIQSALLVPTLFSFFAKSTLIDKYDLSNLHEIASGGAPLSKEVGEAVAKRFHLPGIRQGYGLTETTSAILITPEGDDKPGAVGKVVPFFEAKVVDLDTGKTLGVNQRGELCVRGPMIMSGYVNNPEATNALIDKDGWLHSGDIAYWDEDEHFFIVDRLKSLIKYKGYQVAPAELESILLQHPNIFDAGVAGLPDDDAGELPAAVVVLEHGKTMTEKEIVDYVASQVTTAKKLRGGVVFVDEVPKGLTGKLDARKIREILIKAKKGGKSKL
#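 Material: Luciferase/luciferin reagent mix | Doses: Test compounds dosed from 2 mM stocks in 100% DMSO | Timing: 10 min incubation after luciferase reagent addition, room temperature | Measured by: Luminescence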
# STAT3 activator = STAT3 signaling activation. U3A cells, IL-6 STAT3-luciferase reporter, luminescence; 100% = signal with IL-6 EC80 alone. activation (% of control), % at 5.6 µM. hit rate 0.91% among 190,000;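 active = activation above the screen-wide mean of compound activation plus 3 SD, cut at about 130% in these data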;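 also: 0% = background luminescence of wells with medium and substrate only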
#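 Test system: STAT3-luciferase reporter U3A cells; Detection: reporter luminescence signal; Times: 1 h compound pre-exposure, 6 h IL-6 stimulation, 37 °C; Benchmarks: IL-6-only high control; Also added: IL-6 stimulus at 33 ng/mL final.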
# FLuc inhib CS = counter-screen for luciferase assay inhibitors: firefly luciferase inhibition; ATPLite firefly luciferase biochemical luminescence, 10 min; P08659; inhibition, % at 10 µM; hit rate 1.5% among 200,000; AID 1006;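 active = inhibition above about 50% when tested at 10 µM, limit read from the data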
# ROMK primary = human ROMK K+ channel modulation, primary screen. hit rate 2% among 130,000. AID 1918. B-score at 10 µM. Tet-inducible ROMK, thallium flux fluorescence; actives lie on both sides;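 active = signal ratio slope over the read window, or its plate-corrected B-score, at least 3 SD from the plate mean, either direction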;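 also: B-score of the F/F0 ratio slope over 7 to 12 s after thallium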
# Target sequence (P48048 whole entry, looked up): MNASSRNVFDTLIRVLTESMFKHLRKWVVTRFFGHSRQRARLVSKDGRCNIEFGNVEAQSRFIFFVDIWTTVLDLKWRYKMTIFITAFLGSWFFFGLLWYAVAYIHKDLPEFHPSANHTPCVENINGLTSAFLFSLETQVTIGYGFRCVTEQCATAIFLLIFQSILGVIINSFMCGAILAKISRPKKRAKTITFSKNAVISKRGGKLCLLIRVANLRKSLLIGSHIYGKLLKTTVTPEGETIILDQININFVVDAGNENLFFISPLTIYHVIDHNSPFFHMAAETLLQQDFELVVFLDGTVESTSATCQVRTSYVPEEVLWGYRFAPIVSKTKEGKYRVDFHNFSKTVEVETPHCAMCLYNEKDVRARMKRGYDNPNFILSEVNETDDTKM
# NF-kB expr up = compounds increasing NF-kB expression in human neuronal cells. fold change at 12.5 µM. NF-kB reporter expression; hits give high values. hit rate 1.6% among 190,000. AID 1239; in the data active = fold change above about 3.3
# STAT1 act = activators of IFN-gamma induced STAT1 signaling; NIH 3T3 STAT1-luciferase reporter, luminescence; 100% = IFN-gamma alone, no compound; activation (% of control), % at 5.5 µM; hit rate 2.6% among 200,000;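 active = activation above the screen-wide mean activation plus 3 SD, cut at about 130% in these data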;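 also: raw ratio to IFN-gamma control signal so 100% means no change and 0% no light; values of inactives mirror those of a sister screen read the other way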
# APP 5'UTR act = activates APP 5'UTR luciferase reporter; SH-SY5Y APP 5'UTR luciferase reporter, luminescence; zero percent = DMSO vehicle wells; activation, % at 2 µM; hit rate 1% among 190,000; AID 1276;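 active = activation above a set limit, based on mean plus 3 SD of controls, cut at about 140% in these data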; also: values of inactives mirror those of a sister screen read the other way
# * marks the source's active call; other numbers are inactive results; / = no result given.
SMILES,STAT3 blocker,APP transl inh,STAT1 blocker,FLuc act counter,STAT3 activator,FLuc inhib CS,ROMK primary,NF-kB expr up,STAT1 act,APP 5'UTR act
CCCC(C)NC(=O)c1cc(Cl)ccc1OC (configuration not stated),-17,-10,3,1,120,-2,-0.66,0.98,97,11
CCOc1ccc(NC(=O)c2oc3ccccc3c2NC(=O)CC)cc1,25,-64,-21,1,82,-4,0.019,5.1*,119,64
CCCCOc1ccc(NC2=NC3(CCCCC3)N=C(N)N2)cc1,8,7,8,1,96,-4,-3,1.1,92,-7
CCOC(=O)C1CCN(C(=O)CCc2c(C)nc3cc(-c4ccccc4)nn3c2C)CC1,24,23,-6,1.1,86,-6,/,0.78,106,-23
Cc1ccc(N2CC(C(N)=O)CC2=O)cc1C (configuration not stated),-6,14,2,1.1,107,-8,/,1.2,100,-14
CCOc1ccc2nc(C)cc(Nc3ccc(N4CCOCC4)cc3)c2c1,12,1,-3,1,97,-3,0.41,0.99,103,-1
COc1ccc(OCC(=O)N2CCN(C(=O)c3ccc([N+](=O)[O-])cc3)CC2)cc1,1,6,-3,1,103,1,-0.059,1.1,101,-6
O=C(Nc1nccs1)c1ccc(-c2cccc([N+](=O)[O-])c2)o1,15,-59,-50,0.8,92,20,-0.071,1.4,143*,59
O=C(/C=C/c1ccc(Cl)c([N+](=O)[O-])c1)Nc1cccc(NC(=O)c2ccco2)c1,7,-12,-1,1,97,-4,0.29,0.58,100,13
CCOC(=O)Cn1c(-c2ccccc2)ccc(C#N)c1=O,2,4,2,1.1,105,-9,-0.59,1.1,97,-4
COCCNC(=S)N/N=C(\C)c1cc2ccccc2o1,8,-4,7,1,92,-1,-0.57,1.1,94,4
CC(C)(C)c1ccc(C2(C)NC(=O)N(CC(=O)NCc3cccs3)C2=O)cc1 (configuration not stated),6,18,6,1,96,-3,-1.9,1.1,95,-18
COc1ccc(/C=C/C(=O)N2CCC(C(N)=O)CC2)cc1S(=O)(=O)N1CCOCC1,-5,11,-3,1,107,0,1.3,1.1,101,-11
O=C(Nc1nc2c(s1)CCCC2)c1ccc2ncsc2c1,18,-160,-86,0.4,86,59*,/,3,182*,160*
O=C(N/N=C/C1CC2CCC1C2)c1c[nH]c2ccccc12 (configuration not stated),-2,-21,5,0.5,107,50,0.042,1.1,94,21
CCOc1ccc(-c2csc(NNC3=NCCCCC3)n2)cc1,5,-2,-23,1,102,-2,0.19,1.4,120,2
COC(=O)c1cc(Br)c(=O)n(CCN(C(C)C)C(C)C)c1,1,-17,-6,1,104,1,0.66,1.4,106,17
O=C(Nc1cccc(O)c1)c1noc2c1CCCCC2,83*,-114,9,0.1,31,86*,-0.97,3.1,91,114
Cc1ccc(NC(=O)c2cccc(C(=O)OC(C)C)n2)c(Br)c1,20,-28,-11,1,85,0,/,1.6,109,28
COc1ccc(C(=O)Nc2nc3nc(-c4ccccc4)cc(=O)n3[nH]2)cc1,5,-15,1,1,99,1,0.018,1.1,99,15
CCc1ccc(NC(=O)C(C)OC(=O)c2cccc(S(=O)(=O)N3CCc4ccccc4C3)c2)cc1 (configuration not stated),-2,7,-5,1,107,-1,/,0.61,104,-7
O=C1C2C3C=CC(C3)C2C(=O)N1Nc1c(Cl)cc(Cl)cc1Cl (configuration not stated),3,-3,1,1,99,-2,-0.057,1.1,97,3
COc1ccc(Cl)cc1NC(=O)C1COc2ccccc2O1 (configuration not stated),-2,-9,-11,1.1,110,-6,-0.058,1.1,110,9
Cc1cc(C(=O)CSc2nnc(-c3ccccc3)o2)c(C)n1CC1COc2ccccc2O1 (configuration not stated),-3,-2,5,1.1,105,-5,/,0.82,96,3
O=C1c2ccccc2C(=O)N1Cc1nc2ccccc2c(=O)n1CCN1CCOCC1,1,-2,2,/,101,/,/,/,98,2
C=CCNS(=O)(=O)c1nc(C)c(Cl)c(C)c1C#N,4,2,10,1,100,-2,-0.3,1.5,89,-2
COc1ccc(OC)c(N(CC(=O)NCCSc2ccccc2)S(C)(=O)=O)c1,13,-5,-1,1.1,95,-8,/,0.9,101,5
S=C(Nc1ccccc1)N1CCN(c2ccccn2)CC1,9,8,-5,1,94,0,0.066,1.4,103,-8
O=C(CSc1nnc(-c2cccs2)n1Cc1ccco1)c1ccc2c(c1)OCO2,4,-3,-1,1,100,-2,-0.99,1,104,3
COc1cccc2cc(-c3ccnc(=S)[nH]3)oc12,3,-16,-7,1,109,-3,1.2,1.4,106,16

# Entries of single compounds as entered above. Order of values: STAT3 blocker	APP transl inh	STAT1 blocker	FLuc act counter	STAT3 activator	FLuc inhib CS	ROMK primary	NF-kB expr up	STAT1 act	APP 5'UTR act
# `CCCCOc1ccc(NC2=NC3(CCCCC3)N=C(N)N2)cc1` reads 8	7	8	1	96	-4	-3	1.1	92	-7
# `O=C1C2C3C=CC(C3)C2C(=O)N1Nc1c(Cl)cc(Cl)cc1Cl` (configuration not stated) reads 3	-3	1	1	99	-2	-0.057	1.1	97	3

# (list continues)
SMILES,STAT3 blocker,APP transl inh,STAT1 blocker,FLuc act counter,STAT3 activator,FLuc inhib CS,ROMK primary,NF-kB expr up,STAT1 act,APP 5'UTR act
O=C(Nc1ccc(S(=O)(=O)Nc2ncccn2)cc1)c1cnc(Cl)c(Cl)c1,-9,16,1,1.1,115,-6,-0.86,1.2,97,-16
Cc1ccc(C(=O)NCCSC(C)(C)C)cc1,22,-125,-31,0.9,86,13,0.14,4.1*,128,125
N=C1/C(=C\c2ccc(-c3cccc(Cl)c3)o2)C(=O)N=C2SC=C(c3ccccc3)N12,-6,-8,-5,1,105,3,/,0.99,105,8
c1ccc2c(c1)ncn2CCn1cnc2ccccc21,-5,-31,-7,1,110,-5,1.1,1.1,106,62
COc1ccc(-c2noc(CCC(=O)O)n2)cc1,15,-12,-9,1,94,0,0.39,1.1,108,12
Cc1[nH]nc(SCC(=O)N2CCOCC2)c1[N+](=O)[O-],7,6,4,1,101,1,-0.083,1.2,96,-6
COc1ccc(/C=N/n2cnnc2SCCO)cc1OC,-13,-9,1,0.9,112,10,0.0092,1.4,99,9
Cc1cc(C(=O)CCC(=O)N2CCN(c3ccccc3F)CC2)c(C)s1,-5,-26,-1,1,104,2,-0.36,1.4,102,26
CCN(CC(=O)Nc1ccccc1C(=O)OC)S(=O)(=O)c1ccc(OC)cc1,7,12,2,1.1,99,-9,/,0.96,98,-12
CCC(C)C(=O)Nc1nccs1 (configuration not stated),-5,2,-7,1.1,106,-6,/,1.1,105,-2
Cc1cccc(-n2nc([N+](=O)[O-])c(=NCc3cccnc3)n2O)c1,8,-18,1,1,98,-4,0.45,1.3,99,18
O=C(O)C(CCCCN1C(=O)c2ccccc2C1=O)N1C(=O)c2ccccc2C1=O (configuration not stated),1,-4,-1,1,109,1,/,1,101,4
CC(=O)Nc1cccc(-c2nnc(SCC(=O)n3c4c(c5ccccc53)CCCC4)n2C)c1,-6,-11,-4,1.1,102,-6,0.2,1,104,11
O=C(COC(=O)c1cccs1)Nc1cccc(S(=O)(=O)NC2=NCCCCC2)c1,-2,16,6,1,102,-4,0.38,1.1,95,-16
COCCNC(=O)c1cccc(NS(=O)(=O)c2cccc3cccnc23)c1,-2,-4,-2,1,104,-4,0.18,1.1,102,4
Cc1ccc(-n2nnnc2C(Cl)c2nnnn2-c2ccc(C)cc2)cc1,12,9,11,1,92,-5,/,1.1,90,-9
COc1cc(CNCC2CCCO2)ccc1OCC(N)=O (configuration not stated),7,-18,-3,1.1,100,-7,0.34,0.96,101,18
O=C(O)Cc1cn(Cc2ccc(F)cc2)c2ccccc12,2,-4,15,1.1,105,-7,0.024,0.97,87,4
COc1ccc(C2CC(C(F)(F)F)n3ncc(C(=O)Nc4cccc(O)c4)c3N2)cc1OC (configuration not stated),19,-3,-7,1,90,5,-0.11,1.1,106,3
COc1cc(/C=C(\C#N)c2nc3ccccc3[nH]2)ccc1Oc1ccc([N+](=O)[O-])cn1,15,-16,-5,1.1,92,-7,-0.77,0.65,104,16
COc1ccc(CC(=O)Oc2cc(C)[nH]c(=O)c2[N+](=O)[O-])cc1,3,-5,-4,1.1,98,-8,0.75,1.2,104,5
CC(C)(C)C1CCC(=NNC(=O)c2ccccc2-n2cccc2)CC1 (configuration not stated),-7,-9,0,1.1,102,-8,/,0.93,100,9
CCOC(=O)c1[nH]c(C)c(C(=O)NCc2ccc(Cl)cc2)c1C,6,-5,-4,1.1,99,-7,/,1.2,105,5
O=C(CSc1nnc(-c2ccc(F)cc2)o1)Nc1ccccc1N1CCOCC1,13,-3,11,/,92,/,/,/,90,3
CCOc1ccccc1NC=C1C(=O)OC2(CCCCC2)OC1=O,0,-6,2,1.1,98,-5,-1.1,1.4,98,6
CSc1ccc(C(=O)C2CCCN(C(=O)c3ccc(C)nc3)C2)cc1 (configuration not stated),-1,-17,4,1,106,-5,0.33,1.2,95,17
CC(O)Cn1c(=O)c2c(nc(Br)n2Cc2ccccc2)n(C)c1=O (configuration not stated),1,-5,6,1,100,-2,/,1.4,94,5
Cc1cc(N2CCN(C(=O)c3ccco3)CC2)n2nc(-c3cccc(F)c3)cc2n1,-9,11,5,1.1,112,-8,/,0.71,95,-11
CCc1cccc2cc3c(N)c(C(=O)Nc4ccc(S(=O)(=O)N5CCCC5)cc4)sc3nc12,9,-7,-6,1.1,95,-12,/,0.62,105,7
COc1ccc(S(=O)(=O)N2CCN(C(=O)COc3ccccc3)CC2)cc1,-2,-22,-1,1,104,-2,0.26,0.94,100,22
CC(CN(C)Cc1ccccc1)OC(=O)c1ccc2c(c1)OCCO2 (configuration not stated),6,11,5,1,98,-4,-0.27,1.1,94,-11
CCNC(=O)C1CC(=O)N(c2ccc(OCC)cc2)C1 (configuration not stated),1,-12,0,1,103,-2,/,1.1,101,12
Cc1cc(C)n(CCOc2ccc(Cl)cc2Cl)n1,21,-7,-6,1,85,-4,/,1.3,105,7
CCCC(=O)c1ccc(N2CCC(C)CC2)c(F)c1,-3,-13,-7,0.9,104,10,0.6,1.9,106,13
O=C(NC1CCCC1)c1csc2c1CCCC2,9,12,-4,1,94,2,0.024,1.3,103,-12
CCOC(=O)c1ccc(N=C2NC(=O)CS2)cc1,6,-15,-7,1.1,99,-7,/,0.95,107,15
COc1ccc(N(CC(=O)Nc2cc(OC)ccc2OC)S(C)(=O)=O)cc1,-3,10,-3,1,108,0,/,0.89,104,-10
COc1cccc(OCC(Cn2c(C)nc3ccccc32)OC(C)=O)c1 (configuration not stated),16,-10,5,1,90,-2,-0.55,0.94,93,10
CCCn1c(N)c(C(=O)CSc2nc(C)cs2)c(=O)n(C)c1=O,41,9,14,1,70,-3,/,0.87,87,-9
Cc1cc(C(=O)COC(=O)c2ccncc2)c(C)n1CCc1ccc(F)cc1,28,-23,7,1.1,77,-7,-0.16,1.1,93,23
CCS(=O)(=O)N1CCN(c2ccc(Cl)cc2[N+](=O)[O-])CC1,7,-23,6,1.1,97,-6,-0.63,1.1,95,23

# A second format for part of the listing above:
mol | STAT3 blocker | APP transl inh | STAT1 blocker | FLuc act counter | STAT3 activator | FLuc inhib CS | ROMK primary | NF-kB expr up | STAT1 act | APP 5'UTR act
COc1cccc(OCC(Cn2c(C)nc3ccccc32)OC(C)=O)c1 (configuration not stated) | 16 | -10 | 5 | 1 | 90 | -2 | -0.55 | 0.94 | 93 | 10
COc1ccc(N(CC(=O)Nc2cc(OC)ccc2OC)S(C)(=O)=O)cc1 | -3 | 10 | -3 | 1 | 108 | 0 | / | 0.89 | 104 | -10

# No enrichment for hits; about 7.1% have a hit in one of these screens.
